RGS4 act: RGS4 potentiators or activators, primary screen, cell-based, HEK293 M3R inducible RGS4, calcium flux. carbachol calcium flux Fluo4; stronger effect = lower value. B-score at 10 µM. 310,000 tested, 0.92% active;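 active means B-score of the integrated calcium signal more than 4 SD below the library mean, with starting fluorescence not abnormally high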;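 further: negative B-score means reduced calcium response which marks RGS4 activation or potentiation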
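System: HEK293 FlpIn-TREx cells, stable M3R, doxycycline-inducible RGS4. Timing: overnight RGS4 induction, 30 min dye load 37 °C, 20 min compound RT. Also added: carbachol, ECmax concentration. Measured by: Fluo4 fluorescence kinetic imaging of calcium. Evaluation: integrated calcium ratio converted to B score.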
TMEM16A act: TMEM16A chloride channel activators or potentiators, primary screen, cell-based, HTS; B-score at 10 µM; HEK293 TMEM16A/YFP-H148Q/I152L, iodide quench fluorescence; stronger effect = lower value; AID 623877, 2012; Anoctamin-1 (Mus musculus), Q8BHY3; 340,000 tested, 0.3% active;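 active means fluorescence-ratio B-score plate-corrected deviation score at least 3 library SD below zero, with starting fluorescence score within 5 deviations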;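 further: channel opened by trigger with iodide after compound preincubation; score built on the fluorescence ratio of max minus min over baseline; more negative score means more quench and so TMEM16A activation or potentiation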
Target sequence (Q8BHY3 whole entry, looked up): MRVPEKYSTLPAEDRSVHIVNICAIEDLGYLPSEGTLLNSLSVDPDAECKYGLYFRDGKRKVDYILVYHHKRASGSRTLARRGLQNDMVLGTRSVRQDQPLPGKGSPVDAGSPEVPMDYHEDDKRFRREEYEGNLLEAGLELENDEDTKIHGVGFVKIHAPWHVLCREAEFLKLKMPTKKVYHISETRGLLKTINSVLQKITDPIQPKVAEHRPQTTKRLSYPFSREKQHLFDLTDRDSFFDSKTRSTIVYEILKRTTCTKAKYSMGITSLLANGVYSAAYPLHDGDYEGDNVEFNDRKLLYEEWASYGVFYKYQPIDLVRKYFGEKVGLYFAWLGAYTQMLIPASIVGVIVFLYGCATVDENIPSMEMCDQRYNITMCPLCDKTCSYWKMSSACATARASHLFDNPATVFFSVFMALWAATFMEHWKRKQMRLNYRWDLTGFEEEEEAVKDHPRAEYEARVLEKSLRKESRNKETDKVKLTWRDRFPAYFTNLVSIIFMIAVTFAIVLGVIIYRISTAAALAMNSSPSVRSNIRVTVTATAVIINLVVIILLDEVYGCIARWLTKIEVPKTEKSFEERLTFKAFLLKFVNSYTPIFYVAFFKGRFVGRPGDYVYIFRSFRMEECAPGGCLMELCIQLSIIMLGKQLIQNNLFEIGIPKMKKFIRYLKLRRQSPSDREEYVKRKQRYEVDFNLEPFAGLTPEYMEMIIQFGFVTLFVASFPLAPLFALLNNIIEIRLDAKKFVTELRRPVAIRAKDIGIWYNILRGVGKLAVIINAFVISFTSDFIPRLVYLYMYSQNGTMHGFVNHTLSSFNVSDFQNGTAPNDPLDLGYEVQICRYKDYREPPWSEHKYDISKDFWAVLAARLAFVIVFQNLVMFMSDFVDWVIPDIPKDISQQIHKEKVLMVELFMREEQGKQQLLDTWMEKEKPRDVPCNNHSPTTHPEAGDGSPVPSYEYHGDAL
TRPC6 activator: mouse TRPC6 channel activators, primary screen, cell-based, HEK293, membrane potential dye. Short transient receptor potential channel 6 (Mus musculus), Q61143. HEK293-TRPC6 membrane potential dye fluorescence; stronger effect = higher value. B-score at 10 µM. 310,000 tested, 0.13% active. AID 2550, 2010;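 active means B-score of the integrated fluorescence ratio above library mean plus 3 SD, and starting fluorescence ratio within library mean plus 5 SD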;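 further: higher score means more depolarization so channel activation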
MrgX1 allo act: positive allosteric modulators of MrgX1, primary screen, HEK293 cells, Fluo-4 calcium flux | FDSS; stronger effect = higher value | B-score at 10 µM | 310,000 tested, 0.63% active | Mas-related G-protein coupled receptor member X1 (Homo sapiens), Q96LB2;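 active means plate-corrected calcium response at least 3 library SD above typical, normal starting fluorescence, not activating the receptor alone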;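 further: compound read alongside a low EC10 to EC30 dose of BAM8-22 agonist; peak minus trough fluorescence over baseline measured at the second addition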
MrgX1 antag: antagonists of human MrgX1 receptor, primary screen, HEK293 cells, Fluo-4 calcium flux. B-score at 10 µM. Mas-related G-protein coupled receptor member X1 (Homo sapiens), Q96LB2. AID 588676, 2011. 310,000 tested, 1.3% active. BAM8-22 antagonism; stronger effect = lower value;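 active means calcium-response B-score plate-corrected more than 3 library SD below zero, starting fluorescence within 5 deviations, no agonist response on first addition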;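 further: peak minus trough fluorescence over baseline after final BAM8-22 challenge near maximal dose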
HDAC3 inh: HDAC3 deacetylase inhibitors, primary screen, biochemical, fluorescence, cell-free homogeneous; Histone deacetylase 3 (Homo sapiens), O15379; inhibition, % at 8.3 µM; recombinant HDAC3, fluorogenic peptide/trypsin coupled; AID 2718, 2010; 320,000 tested, 0.15% active; in the data active means inhibition above about 26%, passing the limit was not always enough; inconclusive means no clear call, values can overlap the other calls
RGS4 block: RGS4 inhibitors, primary screen, cell-based, HEK293 M3R inducible RGS4, calcium flux; Fluo-4 calcium flux; stronger effect = higher value; triggered by carbachol at its EC20; B-score at 10 µM; 310,000 tested, 0.45% active; AID 463165, 2010;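 active means B-score, a plate-corrected calcium signal, over three deviations above library mean, with baseline fluorescence within five deviations of library mean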;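 further: RGS4 expression induced by doxycycline in cells with stable M3 receptor; B-score is computed from the integrated fluorescence ratio over baseline after carbachol; higher B-score means a larger calcium signal and so more RGS4 inhibition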
ANO1 block: TMEM16A chloride channel inhibitors, primary screen, cell-based, HTS; Anoctamin-1 (Mus musculus), Q8BHY3; HEK293 TMEM16A/YFP iodide influx fluorescence, ionomycin; normalized B-score (activity score, 25-100; higher = stronger inhibition) at 10 µM; 310,000 tested, 1.2% active; AID 588511, 2011;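 active means ratio plate-corrected score three or more library SD toward inhibition, starting fluorescence score within five deviations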;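 further: score derived from kinetic fluorescence span divided by baseline fluorescence per well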
SKKanGAS inh: S. pyogenes SKKanGAS growth inhibitors in kanamycin, primary screen, streptokinase expression inhibitor project, SKKanGAS strain, BacTiter-Glo luminescence; 6 h; inhibition, % at 7.5 µM; 300,000 tested, 1.3% active;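 active means mean replicate score, as percent of positive control median, at least 50; inconclusive means mean below 50 but one replicate at or above 50; inactive means mean and every replicate below 50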;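 further: strain carries kanamycin resistance gene driven by streptokinase promoter and grows in 40 µg/ml kanamycin; loss of luminescence reflects streptokinase promoter inhibition or plain growth inhibition; 0% = median of DMSO wells and 100% = positive control at its reference dose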
TRPC6 inh: mouse TRPC6 channel inhibitors, primary screen, cell-based, HEK293, membrane potential dye | 310,000 tested, 1.1% active | B-score at 10 µM | AID 2553, 2010 | ACh-evoked depolarization; stronger effect = lower value | Short transient receptor potential channel 6 (Mus musculus), Q61143;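 active means B-score under library mean minus 3 SD, initial fluorescence not abnormally high, positive integrated signal ratio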;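 further: B-score derived from integrated fluorescence ratio over the kinetic read; more negative B-score means stronger inhibition of depolarization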
MrgX1 ag: agonists of human MrgX1 receptor, primary screen, HEK293 cells, Fluo-4 calcium flux. Fluo-4 calcium fluorescence, agonist mode; stronger effect = higher value. Mas-related G-protein coupled receptor member X1 (Homo sapiens), Q96LB2. 310,000 tested, 0.44% active. AID 588627, 2011. B-score at 10 µM;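 active means calcium response B-score plate-corrected fluorescence ratio at least 3 library SD, with starting fluorescence B-score inside 5 SD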
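System: HEK293 cells stably expressing human MrgX1 receptor; Dosing: test compound in the initial addition of three; Schedule: overnight plating, then 30 min 37 °C plus 30 min room-temperature dye loading; Detection: kinetic calcium dye fluorescence, Fluo-4 NW; Controls: per-plate positive and negative controls for Z′ factor.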
* marks the source's active call; other numbers are inactive results; i = inactive; ? = inconclusive; . = not tested or not shown.

SMILES	RGS4 act	TMEM16A act	TRPC6 activator	MrgX1 allo act	MrgX1 antag	HDAC3 inh	RGS4 block	ANO1 block	SKKanGAS inh	TRPC6 inh	MrgX1 ag
Cc1ccc(C)c(NC(=O)c2nnn(Cc3ccccc3)c2N)c1	i	i	i	i	i	?	i	i	1	i	i
Cc1ccnc(NC(=O)CNC(=O)Cc2cccc3ccccc23)c1	i	i	i	i	i	8	i	i	-9	i	i
Cc1ccc(S(=O)(=O)NCCCN(C)C)cc1	i	i	i	i	i	2	i	i	-2	i	i
CCN(CC)CCN1C(=O)C(=O)/C(=C(/O)c2cnn(-c3ccccc3)c2C)C1c1cccnc1 (stereo not drawn)	i	i	i	i	i	-7	i	i	1	i	i
O=C(NNC(=S)NCc1ccco1)c1ccc(Cl)s1	i	i	i	i	i	-5	i	i	-8	i	i
COc1cc(/C=C2/C(=O)N(c3ccccc3)N=C2C)ccc1OS(=O)(=O)c1ccccc1	i	.	i	i	i	-3	i	i	14	i	i
COCC(C)OC(=O)c1c(N)n(CC(C)C)c2nc3ccccc3nc12 (stereo not drawn)	i	i	i	i	i	-24	i	i	10	i	i
CC(C)NC(=O)CSc1nnc(CNC(=O)OC(C)(C)C)n1C	i	i	i	i	i	-3	i	i	19	i	i
O=C(CN1CCN(c2ccccc2)CC1)N/N=C/c1cccc(F)c1	i	i	i	i	i	1	i	i	-7	i	i
Cc1cccc(C)c1NC(=S)/N=C/N(C)C	i	i	i	i	i	-2	i	i	.	i	i
CC(NC(=O)c1cc([N+](=O)[O-])cc([N+](=O)[O-])c1)C1CC2CCC1C2 (stereo not drawn)	i	i	i	i	i	0	i	i	2	i	i
C[N+](C)(CC#Cc1ccccc1)CC(=O)c1ccccc1	i	i	i	i	i	2	i	i	2	i	i
Cc1cccc(S(=O)(=O)C(C#N)c2nc3ccccc3nc2N2CCCC2)c1 (stereo not drawn)	i	i	i	i	i	-6	i	i	25	i	i
CCOC(=O)c1cnc2ccc(C)cc2c1Sc1ccccc1	i	i	i	i	i	6	i	i	-6	i	i
CCOC(=O)C1(C)/C(=N/Nc2cccc(Cl)c2)C(=O)C(=O)N1c1ccccc1 (stereo not drawn)	i	i	i	i	i	0	i	i	3	i	i
COc1cc(/C=C/C(=O)OCC(=O)NC(=O)NC(C)C)ccc1O	i	i	i	i	i	-4	i	i	3	i	i
COc1ccc(C2=NO[C@@](CC(=O)O)(C(=O)Nc3ccc4c(c3)OCCO4)C2)cc1	i	i	i	i	i	5	i	i	3	i	i
COc1ccc(N=Nc2cc(-c3ccccc3)ccc2O)cc1	i	i	i	i	i	-6	i	i	56*	i	i
COc1ccc(NCc2nnc(SCC(=O)N3CCCc4ccccc43)o2)cc1	i	i	i	i	i	3	i	i	-1	i	i
Cc1cccc(NC(=O)C2CCN(c3nccc(C)n3)CC2)c1	i	i	i	i	i	-2	i	i	4	i	i
Nc1nc(-c2ccco2)nc(N2CCCCC2)n1	i	i	i	i	i	-7	i	i	-7	i	i
CC1(C)CC(=O)C=C(NNC(=O)C2CCCCC2)C1	i	i	i	i	i	-2	i	i	2	i	i
CCC1CCCCN1CCCNC(=O)c1cn(C)c2ccc(S(=O)(=O)N3CCOCC3)cc2c1=O (stereo not drawn)	i	i	i	i	i	5	i	i	2	i	i
COc1cccc(OC)c1C(=O)Nn1c(-c2cccs2)nc2ccccc2c1=O	i	i	i	i	i	7	i	i	-4	i	i
O=C(Nc1cccc(-c2nnn(CC(=O)N3CCc4ccccc4C3)n2)c1)C1CCC1	i	i	i	i	i	5	i	i	0	i	i
CCOc1ccc(OCC)c(NC(=O)C2CCCN(c3ncccn3)C2)c1 (stereo not drawn)	i	i	i	i	i	5	i	i	9	i	i
CC(=O)Nc1cccc(-c2csc(Nc3cccc(C)n3)n2)c1	i	i	i	i	i	3	i	i	-18	i	i
O=C(CCc1nnc2ccc(NCc3ccccc3)nn12)NCC1CCN(C2CCCC2)C1 (stereo not drawn)	i	i	i	i	i	4	i	i	9	i	i
CN(CC(=O)Nc1ccc2c(c1)OCCO2)S(=O)(=O)c1ccc(F)cc1	i	i	i	i	i	5	i	i	-5	i	i
O=C(CSc1nnnn1C1CCCC1)N1CCN(C(=O)c2ccco2)CC1	i	i	i	i	i	1	i	i	-2	i	i
CC1CC(C)CN(c2ncc3c(n2)CC(c2ccccc2)CC3=O)C1 (stereo not drawn)	i	i	i	i	i	4	i	i	21	i	i
Cc1ccc(C(=O)NCC(c2ccco2)N2CCc3ccccc32)cc1 (stereo not drawn)	i	i	i	i	i	-4	i	i	6	i	i
CCOc1ccc(C2NC(=O)C(C#N)=C(S)N2c2cccc(C)c2)cc1OC (stereo not drawn)	i	i	i	i	i	1	i	i	3	i	i
O=C(Cn1c(COc2ccccc2)nc2ccccc21)Nc1cccc(Cl)c1	i	i	i	i	i	-8	i	i	6	i	i
Cc1ccc(-c2c[n+](CC(=O)c3ccc(Br)cc3)c3n2CCCCC3)cc1	i	i	i	i	i	0	i	i	-6	i	i
CC1(CCc2ccccc2)NC(=O)N(CC(=O)Nc2ccccc2)C1=O (stereo not drawn)	i	i	i	i	i	-3	i	i	-6	i	i
COc1ccc(C(=O)NCc2nnc(SCC(=O)Nc3ccccc3OC)o2)cc1	i	i	i	i	i	-9	i	i	-9	i	i
O=C(NCc1cccs1)C1CCC(CNS(=O)(=O)c2cccs2)CC1 (stereo not drawn)	i	i	i	i	i	0	i	i	-3	i	i
O=C1Nc2ccccc2OC1CC(=O)N1CCOCC1 (stereo not drawn)	i	i	i	i	i	6	i	i	-1	i	i
CC1=C(c2ccccc2)CCC1=O	i	i	i	i	i	-2	i	i	-7	i	i
CCC(C)NC(=O)c1ccc2nc(Cc3ccc(OC)cc3)oc2c1 (stereo not drawn)	i	i	i	i	i	5	i	i	-4	i	i
Cc1ccc(Cl)cc1NC(=O)CN1C(=O)COc2ccc(S(=O)(=O)N3CCOCC3)cc21	i	i	i	i	i	9	i	i	5	i	i
O=C(O)CCNS(=O)(=O)c1ccccc1C(F)(F)F	i	i	i	i	i	8	i	i	2	i	i
Cc1ccc(C(=O)N/C(=C/c2ccc(-c3cccc([N+](=O)[O-])c3)o2)C(=O)NCCCN(C)C)cc1	i	i	i	i	i	7	i	i	0	i	i
O=C1CC(C(=O)O)C2(CCCC2)O1 (stereo not drawn)	i	i	i	i	-5.2*	-2	i	i	0	i	i
COc1ccc(OC)c(C2NC(=O)N(C)C(C)=C2C(=O)OCc2ccccc2)c1 (stereo not drawn)	i	i	i	i	i	0	i	i	4	i	i
Cc1cc(N2CCCCC2)nc2ccc(NC(=O)CCC(=O)NCCC(C)C)cc12	i	i	i	i	i	-6	i	i	3	-8*	i
CCOC(=O)c1c(C2COc3ccccc3O2)csc1NC(=O)c1ccccc1 (stereo not drawn)	i	i	i	i	i	0	i	i	2	i	i
Cc1c(/C=C2\NC(=O)NC2=O)c2ccccc2n1C	i	i	i	i	i	5	i	i	-7	i	i
O=C(CSc1nc2ccccc2c(=O)n1-c1ccccc1)NCC1CCCO1 (stereo not drawn)	i	i	i	i	i	2	i	i	-3	i	i
COc1ccc(N(C)S(=O)(=O)c2cccc(C(=O)OCC(=O)NCc3ccccc3OC)c2)cc1	i	i	i	i	i	.	i	i	3	i	i
FC(F)(F)c1cc(CCN2CCNC[C@@H]2Cc2ccccc2)cc(C(F)(F)F)c1	i	i	i	i	i	18	i	i	8	-5.6*	i
CC1CCCC(C)N1C(=O)CSc1nnc(COc2cccc3cccnc23)o1 (stereo not drawn)	i	i	i	i	i	-17	i	i	-1	i	i
CNC(=S)N1CCN(c2ccc(Cl)c(Cl)c2)CC1	i	i	i	i	i	1	i	i	-12	i	i
O=C1CSC(c2ccccn2)N1c1ccccc1F (stereo not drawn)	i	i	i	i	i	.	i	i	-6	i	i
O=[N+]([O-])c1ccccc1/C=N/n1c(C2CCCCC2)n[nH]c1=S	i	i	i	i	i	11	i	i	-7	i	i
Cc1n[nH]c(=O)nc1NCCc1ccccc1	i	i	i	i	i	-1	i	i	4	i	i
COc1ccc(CCNC2=C(Cl)C(=O)N(CCc3ccccc3)C2=O)cc1OC	i	i	i	i	i	9	i	i	8	i	i
CSCC(C)N1CCC(n2nccc2NC(=O)CCc2ccccc2)CC1 (stereo not drawn)	i	i	i	.	.	.	i	.	0	i	.
Cc1nn(C(=O)c2cccc([N+](=O)[O-])c2)c(C)c1Sc1ccccc1	i	i	i	i	i	-2	i	i	14	i	i
Other entries:
SMILES	RGS4 act	TMEM16A act	TRPC6 activator	MrgX1 allo act	MrgX1 antag	HDAC3 inh	RGS4 block	ANO1 block	SKKanGAS inh	TRPC6 inh	MrgX1 ag
CCN(CCNC(=O)CN1CCN(Cc2ccc(Cl)cc2)C1=O)c1ccccc1	i	i	i	i	i	0	i	i	-12	i	i
CCC1CCCCN1C(=O)c1ccc(OC)c(OC2CCN(C(C)=O)CC2)c1 (stereo not drawn)	i	i	i	.	.	.	i	.	-8	i	.
O=C(NCCN=C1NS(=O)(=O)c2ccccc21)c1ccccc1	i	i	i	i	i	3	i	i	2	i	i
COc1cccc(/C=N/c2nc3ccccc3n2C)c1O	i	i	i	i	i	-5	i	i	8	i	i
Cc1ccc(N2CCN(C(=O)c3nn(C)c4c3CS(=O)(=O)c3ccccc3-4)CC2C)cc1 (stereo not drawn)	i	i	i	i	i	6	i	i	2	i	i
CCOc1ccc(-c2cccc(NS(=O)(=O)c3ccccc3[N+](=O)[O-])c2)nn1	i	i	i	i	i	-10	i	i	9	i	i
Cn1c(SCC(=O)Nc2ccc(Cl)cn2)nnc1C1CC1	i	i	i	i	i	-10	i	i	-3	i	i

Bioassay records as filed in PubChem.
